# PAX8 inh HTS: inhibitors of PAX8 transcriptional activity in RMG-I cells; RMG-I TPO-luciferase reporter, SteadyGlo, 24 h; inhibition, % at 12.6 µM; actives 1.2% (n = 360,000);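 active = mean replicate inhibition at least 60% with every replicate also reaching 60%; inconclusive = only one of the two criteria is met; inactive = mean below 60% and not all replicates reaching 60%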;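 also: luciferase light reporting Pax8 driven TPO promoter activity; plate controls were median of neutral control wells for no effect and mitoxantrone controls for full effect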
# ARNT-TACC3 inh: disrupts binding between human ARNT and TACC3 | Q9Y6A5 | inhibition, % at 9.99 µM | actives 0.66% (n = 390,000) | AlphaScreen His-ARNT PAS-B/GST-TACC3 binding, luminescence; TACC3 fragment carries E629A point mutation;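 active = mean inhibition of replicates at least 50% and at least half of replicates each reaching 50%; inconclusive = half or more replicates reach 50% but mean below 50%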;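 also: 0% = complete ARNT plus TACC3 wells and 100% = ARNT alone without TACC3; many hits fall short of the cut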
# EWS-Fli inh: inhibitors of EWS/Fli oncoprotein transcriptional activity; A673 NR0B1-luciferase reporter, viability-normalised; inhibition, % at 12.6 µM; actives 0.67% (n = 350,000); AID 651661;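 active = mean inhibition of at least 50% after viability correction, with every replicate also passing that limit; inconclusive = mean reaches 50% but only one of two replicates passes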;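 also: firefly luciferase signal divided by Alamar Blue viability fluorescence both relative to DMSO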
# F508del corr: CFTR F508del correction in bronchial cells | CFBE cells, YFP halide quenching; stimulated with forskolin plus potentiator P3; % fluorescence drop versus neutral controls | activity (quench increase), % at 7.58 µM | actives 0.36% (n = 350,000) | AID 720511;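 active = mean added fluorescence quench of at least 8% versus neutral control, with both replicates also reaching 8%; inconclusive = only one of the mean or replicate conditions met; inactive = mean below 8% and not both replicates reaching 8%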;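 also: cells transiently co-express mutant CFTR-F508del with the halide-sensitive YFP; corrector assay measuring rescue of mutant channel to the surface after 24 h compound exposure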
# DENV2 CPE rescue: inhibitors of DENV2 cytopathic effect; CPE inhibition, % at 9.99 µM; DENV2-infected cells, cytopathic effect rescue, plate reader; actives 1.7% (n = 350,000); in the data active = CPE inhibition above about 20%, passing the limit was not always enough; inconclusive = no clear call, values can overlap the other calls; tested in BHK-21 cells;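 also: 0% = median of neutral control wells and 100% = median of positive control wells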
# GSIS activator: primary screen for activators of insulin secretion dependent on glucose, INS-1E cells, GLuc reporter luminescence | actives 0.61% (n = 370,000) | INS-1E GLuc reporter insulin secretion, 2-3 h | activation, % at 16.6 µM;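 active = lowest replicate activation of at least 40%, so every replicate reaches that level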;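 also: 0% = median of neutral control wells and 100% = median of IBMX positive control wells; some compounds called inactive have numbers as strong as hits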
# ERp5 block: inhibitors of human ERp5. ERp5 insulin aggregation, absorbance 650 nm, 90 min. inhibition, % at 9.99 µM. actives 0.05% (n = 350,000). AID 651711;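 active = mean replicate inhibition above about 25%, with every replicate also reaching it, limit read from the data, passing the limit was not always enough; inconclusive = only one of those two criteria met; inactive = neither criterion met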
# Target sequence (Q15084 whole entry, looked up): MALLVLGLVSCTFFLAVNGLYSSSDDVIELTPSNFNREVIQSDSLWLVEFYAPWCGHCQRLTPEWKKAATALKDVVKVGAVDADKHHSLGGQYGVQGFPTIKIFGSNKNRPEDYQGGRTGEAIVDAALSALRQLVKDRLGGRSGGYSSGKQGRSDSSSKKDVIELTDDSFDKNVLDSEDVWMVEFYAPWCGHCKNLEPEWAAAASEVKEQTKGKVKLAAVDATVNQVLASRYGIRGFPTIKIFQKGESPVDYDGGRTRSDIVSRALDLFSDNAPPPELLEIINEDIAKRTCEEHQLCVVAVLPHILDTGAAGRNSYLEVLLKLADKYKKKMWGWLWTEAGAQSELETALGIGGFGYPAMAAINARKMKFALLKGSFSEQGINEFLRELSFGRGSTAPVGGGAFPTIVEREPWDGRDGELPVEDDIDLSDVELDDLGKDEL
# Xi reactivation: activators of X-chromosome reactivation in mouse fibroblasts; AID 743238; XiGFP mouse fibroblasts, % GFP-positive cells imaging, 3 d; cells co-treated with 5-aza-dC sensitizer; scaled so ellipticine positive control = 100%; activation, % at 7.58 µM; actives 0.055% (n = 360,000);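 active = mean normalized replicate activation at least 10% and every replicate at or above 10%; inconclusive = only one of the two criteria met; inactive = mean below 10% and not all replicates reach 10%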;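 also: 0% = median of on-plate neutral control wells and 100% = ellipticine 6 µM median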
#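 assay system = SV40-immortalized XiGFP fibroblast cells, line 68-5-11 | buffer or medium = DMEM plus 5-aza-dC sensitizer | doses = single-point pinned compound dosing | times = 3-day compound exposure, then 15 min fixation at room temperature | benchmarks = positive control ellipticine, 6 µM final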
# Starred values were filed as active, the others as inactive; ? = inconclusive; · = not tested or not shown.
Compound,PAX8 inh HTS,ARNT-TACC3 inh,EWS-Fli inh,F508del corr,DENV2 CPE rescue,GSIS activator,ERp5 block,Xi reactivation
Cc1noc(C)c1NC(=O)Nc1ccc2c(c1)CC(=O)N([C@H](C)CO)C[C@@H](C)[C@H](CN(C)Cc1ccncc1)O2,10.8,0.0,-5.1,2.8,?,1.9,-7.6,-0.4
Cc1nn(C)c(C)c1S(=O)(=O)N(CC(=O)NCc1cccs1)c1ccc(C(C)C)cc1,7.3,0.5,-5.6,3.7,3.4,·,6.2,0.4
CC(C)NC(=O)Nc1ccc2c(c1)C(=O)N([C@@H](C)CO)C[C@@H](C)[C@@H](CN(C)CC1CCCCC1)OCCCC[C@H](C)O2,5.5,1.7,·,0.6,-2.1,-17.5,3.7,0.2
CCCCc1ccc(NC(=S)N2CCCC(CO)C2)cc1 (stereo not drawn),-152.8,-2.4,·,·,·,25.2,·,0.1
Cc1ccc(N=Nc2c(C)[nH]n(-c3ccccc3)c2=O)cc1Br,17.9,3.1,12.7,2.3,-5.4,5.3,-2.1,0.0
Cc1n[nH]c(=S)n(/N=C/c2cccs2)c1=O,19.4,4.0,4.6,0.9,2.4,2.3,4.8,0.1
CCN(CC)S(=O)(=O)c1cc(NC(=O)C(C)N2CCN(Cc3ccc4c(c3)OCO4)CC2)ccc1C (stereo not drawn),34.8,-17.0,15.0,0.6,-2.5,-32.8,-1.0,0.0
N#C[C@H]1[C@H](c2ccc(-c3cccnc3)cc2)[C@H](CO)N1C(=O)C1CC1,12.1,-10.9,5.8,-3.9,-1.0,5.8,2.5,0.0

# Just F508del corr, DENV2 CPE rescue and PAX8 inh HTS, for some of the entries so far:
Structure | F508del corr | DENV2 CPE rescue | PAX8 inh HTS
CCN(CC)S(=O)(=O)c1cc(NC(=O)C(C)N2CCN(Cc3ccc4c(c3)OCO4)CC2)ccc1C (stereo not drawn) | 0.6 | -2.5 | 34.8
N#C[C@H]1[C@H](c2ccc(-c3cccnc3)cc2)[C@H](CO)N1C(=O)C1CC1 | -3.9 | -1.0 | 12.1

# Following part:
Compound,PAX8 inh HTS,ARNT-TACC3 inh,EWS-Fli inh,F508del corr,DENV2 CPE rescue,GSIS activator,ERp5 block,Xi reactivation
O=C(CC(Nc1cccc(Cl)c1Cl)C(=O)OCC(=O)c1cccs1)c1ccccc1 (stereo not drawn),4.2,-11.1,·,·,·,-9.6,·,0.0
COc1ccccc1C(=O)NCCN1CCCC1,3.5,·,-2.3,-3.3,-7.2,-2.7,3.4,-0.1
CC(C)CCN1C(=O)CSCC1(C)C(=O)NCc1ccccc1 (stereo not drawn),11.7,·,-2.3,0.6,12.0,1.4,3.0,0.1
O=C(Nc1ccccc1F)N[C@H]1CC[C@@H](CC(=O)N2CCCCC2)O[C@H]1CO,11.5,-4.6,-3.5,0.9,-4.1,8.1,-5.9,0.6
COC(=O)C[C@H]1CC[C@@H]2[C@@H](COc3ccc(NC(=O)c4ccccc4OC)cc3C(=O)N2C)O1,5.1,5.4,-10.2,0.4,-1.1,2.5,·,0.4
C[C@H](O)C#Cc1ccc2c(c1)O[C@@H](CN(C)C(=O)C1CCC1)[C@H](C)CN([C@H](C)CO)S2(=O)=O,·,3.3,0.6,-0.1,-6.1,2.5,5.3,-1.3
Cc1oc(-c2cc(Cl)cc(Cl)c2)cc1C(=O)NCCc1ccccc1,-4.6,-4.9,·,·,·,12.5,·,-0.1
CO[C@@H]1CN(C)C(=O)c2cc(NC(C)=O)ccc2OC[C@@H](C)N(Cc2cccc(F)c2)C[C@@H]1C,2.5,·,4.1,-0.8,·,-3.0,·,0.6
COc1ccc2c(-c3ccccc3)cc(SCC(N)=O)nc2c1,2.5,-38.4,6.4,-3.7,-4.9,14.4,-6.2,-0.2
COCc1cc(N2CCN(C(=O)OC(C)(C)C)C[C@H]2C)ccc1N1CC[C@@H](O)C1,-5.8,·,-4.2,5.7,-13.5,-26.8,-8.0,-0.1
CCN1CCN(C(CNS(=O)(=O)c2ccccc2)c2cccnc2)CC1 (stereo not drawn),-2.8,-23.3,·,0.3,-3.0,-4.8,5.0,0.0
Cc1ccc(CC(NC(=O)c2ccccc2)C(=O)NC(CC(C)C)C(=O)O)cc1 (stereo not drawn),4.8,-24.0,4.3,-1.0,1.4,7.0,0.1,0.1
C[C@H]1CN([C@@H](C)CO)C(=O)c2cccc(NS(=O)(=O)c3ccccc3)c2O[C@H]1CN(C)C(=O)Nc1cccc2ccccc12,-6.3,12.0,5.8,-1.0,-5.0,-1.5,2.9,0.0
Cc1noc(C)c1S(=O)(=O)Nc1ccc2c(c1)C(=O)N([C@H](C)CO)C[C@@H](C)[C@@H](CN(C)C(=O)NC1CCCCC1)OCCCC[C@@H](C)O2,9.9,-6.1,-9.2,0.2,-5.3,-20.5,5.1,-0.7
CN1CCN(c2ccc(NC(=O)c3cc(Cl)c4c(c3)OCCO4)cc2)CC1,-88.7,3.2,-57.5,0.6,9.0,7.0,0.8,0.0
O=C(NC(=S)N(CCO)Cc1ccccc1)c1ccc(F)cc1Cl,21.3,-3.5,14.2,0.4,5.3,0.8,2.7,0.0
CCC1(C)Cc2c(sc3nnn(CC(=O)Nc4ccccc4)c(=O)c23)CO1 (stereo not drawn),·,3.2,-3.0,2.0,·,-26.8,-0.3,·
COc1ccc(-c2csc(N(CCCN(C)C)C(=O)c3ccccc3F)n2)cc1,62.8*,0.8,17.8,4.4,-15.7,-20.9,3.7,0.1
S=C(NCCCCNC(=S)NCc1ccccc1)NCc1ccccc1,12.2,0.9,5.5,-0.7,-0.1,-18.4,4.9,-0.1
Cc1ccccc1C(=O)N1CCCC(N2CCN(Cc3ccc4c(c3)OCO4)CC2)C1 (stereo not drawn),·,-4.7,9.5,-2.3,-6.9,8.4,5.2,0.3
COc1ccc(CC2(CO)COc3ccccc3C2=O)cc1 (stereo not drawn),31.3,-10.5,43.6,4.1,-7.8,0.3,2.2,0.2
CCc1c(C)sc(NC(=O)C2CC2)c1C(=O)OC(C)C,-34.5,-9.2,9.1,·,-3.9,28.9,-7.6,0.0
CN(C(=O)c1cc(C(=O)N(C)c2ccccc2)cc([N+](=O)[O-])c1)c1ccccc1,8.8,0.6,7.3,1.4,-3.5,-9.2,-0.2,0.0
CCCCCCCCNC(=O)c1cccnc1SCC(=O)Nc1ccccc1OC,22.6,0.7,3.4,3.4,?,-1.0,-7.8,0.0

# Pulled by structure from the entries so far:
Compound,PAX8 inh HTS,ARNT-TACC3 inh,EWS-Fli inh,F508del corr,DENV2 CPE rescue,GSIS activator,ERp5 block,Xi reactivation
COc1ccc(-c2csc(N(CCCN(C)C)C(=O)c3ccccc3F)n2)cc1,62.8*,0.8,17.8,4.4,-15.7,-20.9,3.7,0.1
Cc1ccccc1C(=O)N1CCCC(N2CCN(Cc3ccc4c(c3)OCO4)CC2)C1 (stereo not drawn),·,-4.7,9.5,-2.3,-6.9,8.4,5.2,0.3

# Other records follow.
# Values run as follows: PAX8 inh HTS, ARNT-TACC3 inh, EWS-Fli inh, F508del corr, DENV2 CPE rescue, GSIS activator, ERp5 block, Xi reactivation
O=C(O)/C(=C\c1ccccc1)c1ccccc1
    -4.7, 10.4, -0.8, -1.8, -0.4, 20.7, 0.9, 0.0
CS(=O)(=O)c1ccc(Cl)c(C(=O)OCC(=O)NC2CCCCCCC2)c1
    -6.2, -1.5, 2.6, -4.4, ·, -16.0, -3.7, 0.0
COc1cc(NC(=O)C2CCN(S(=O)(=O)c3ccc(N4CCCC4=O)cc3)CC2)cc(OC)c1
    15.9, 10.5, 7.3, -0.2, 17.6, 7.8, -6.5, 0.0
CCN1CCN(C(=O)CCc2nnc(CCc3c[nH]c4ccccc34)o2)[C@@H](C)C1=O
    11.7, 0.6, ·, -0.9, ?, -0.8, 2.8, 0.0
CC1(C(=O)NS(=O)(=O)c2cccc(F)c2)CCN1C(=O)CC1CCCC1 (stereo not drawn)
    12.5, ·, -18.3, -4.0, -13.4, 7.6, -3.8, 0.0
CC(NC(=O)c1cc(F)c(F)cc1Cl)c1ccncc1 (stereo not drawn)
    -2.8, 5.0, 7.6, -3.0, 3.5, 8.5, -4.8, -0.3
COc1ccc(S(=O)(=O)c2ccccc2)cc1NC(=O)c1c(F)cccc1F
    -0.3, 0.4, 12.9, -2.1, -1.3, -15.1, 0.5, 0.1
Cc1cc(-c2n[nH]c(=S)n2/N=C/c2ccc(C)s2)n[nH]1
    14.5, 0.3, ·, ·, ·, 10.8, ·, -0.2
C[C@H]1CCCCO[C@H](CN(C)C(=O)Nc2cccc3ccccc23)[C@@H](C)CN([C@@H](C)CO)C(=O)c2cc(NS(=O)(=O)c3ccc(Cl)cc3)ccc2O1
    81.6*, 13.4, 15.0, 1.0, 44.4*, 8.6, 1.4, 0.0
Cc1ccccc1S(=O)(=O)N1CC[C@H]2[C@H](CO)Nc3ccc(-c4ccc(F)cc4)cc3[C@H]21
    -8.7, 18.1, -1.2, 1.8, -1.1, -10.9, ·, 0.2
CCc1ccccc1NC(=O)c1cc(-c2ccco2)on1
    -12.7, 18.2, -26.2, -1.8, 4.4, -2.7, -0.4, 0.0
O=C(NC1CCCCC1)c1cccc(N2C(=O)CCC2=O)c1
    8.7, -1.2, 0.8, -2.4, 1.6, -4.4, 1.8, -0.2
CC(C(=O)OCC(=O)Nc1cccc(S(=O)(=O)N(C)C)c1)N1C(=O)c2ccccc2C1=O (stereo not drawn)
    6.9, -0.1, 1.1, -2.0, -6.3, ·, -0.9, -0.1
CN(CC(=O)Nc1cccc(F)c1)CC(=O)N(C)CC(=O)Nc1ccccc1Br
    17.5, 0.8, 0.2, -2.5, -4.8, -10.1, 8.5, 0.0
C/C=C/c1ccc([C@H]2[C@@H](CO)N(C(=O)CC)[C@@H]2CN(C)C(=O)NC(C)C)cc1
    ·, ·, 7.6, -2.4, ?, -3.9, -1.8, 0.1
Cc1noc(C)c1S(=O)(=O)N(C)C[C@H]1Oc2ccc(NC(=O)CCCN(C)C)cc2C(=O)N([C@H](C)CO)C[C@H]1C
    ·, -5.7, 0.7, -0.9, 14.8, 23.5, 5.0, -0.1
COc1cc(CCC(=O)NCc2ccc(S(N)(=O)=O)cc2)cc(OC)c1OC
    -3.1, -5.0, -6.5, 2.6, -1.3, 5.3, -0.5, 0.1
O=C(c1cccc(F)c1)N1CC(=O)N2[C@@H](CO)[C@@H](c3ccc(-c4cccnc4)cc3)[C@@H]2C1
    ·, ·, ·, -0.8, -2.8, 14.8, 1.2, 0.3
NC(=O)c1ccsc1NC(=O)COC(=O)Cc1ccccc1[N+](=O)[O-]
    23.3, ·, 14.1, -1.0, 1.1, -41.1, 0.2, 0.1
CCCN(C)C[C@@H]1OCCCC[C@H](C)Oc2ccc(NC(=O)Nc3ccc(C(F)(F)F)cc3)cc2C(=O)N([C@H](C)CO)C[C@@H]1C
    24.2, 39.4, 3.2, -1.2, 13.3, 30.2, -3.6, -0.1
